# LYP inhibition: PTPN22 lymphoid phosphatase activity blockers – biochemical, fluorescence intensity, uHTS (AID 1779) | recombinant LYP phosphatase, fluorescence intensity; higher % means a stronger effect | inhibition, % at 11.5 µM, or IC50 in µM where a hit was titrated | 0.054% of 290,000 active; in the data active = inhibition above about 50%;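 also: plate controls were vehicle with enzyme for no effect and no enzyme for full effect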
# Salmonella PhoP GFP: PhoP-dependent GFP reporter repression – Salmonella Typhimurium, primary screen (AID 1863); S. Typhimurium PhoP-regulated promoter GFP reporter, 4 h; higher % means a stronger effect; inhibition, % at 50 µM, or IC50 in µM where a hit was titrated; 0.16% of 300,000 active;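 active = inhibition over 29.93%, a cutoff 3 SD above the screen mean, later confirmed by dose response; inconclusive = inhibition over 29.93% but no dose response follow-up; inactive = inhibition at most 29.93% or unconfirmed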;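 also: 0% = low Mg2+ inducing control and 100% = high Mg2+ repressing control; strong numbers were not always called active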
# Rac1 GTP hydrolysis: MgcRacGAP GTPase-activating activity inhibitors, confirmation, biochemical, ADP Hunter fluorescence; inhibition, % at 30 µM; hits with a dose series show IC50 in µM; MgcRacGAP-stimulated Rac1 GTP hydrolysis, ADP Hunter fluorescence; higher % means a stronger effect; GST-tagged Rac1 F28L mutant substrate; 0.6% of 340,000 active;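 active = first-screen hits whose inhibition reached a set limit at any dose in the follow-up dose series; inconclusive = inhibition above the set first-screen limit but never retested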;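 also: fluorescence reports GDP produced by GAP-driven GTP hydrolysis; strong numbers were not always called active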
# Myeloid diff MLP: myeloid differentiation induction. ER-HoxA9 myeloid progenitors, lysozyme-GFP differentiation, flow cytometry. calls only at 10 µM. 1% of 360,000 active;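 active = normalized GFP-positive differentiation at or above the plate's own cutoff, the solvent-only control mean plus 3 SD; inconclusive = no clear call, values can overlap the other calls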;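 also: cells exposed to compound for four days before flow analysis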
# Siah-1 displacement: Siah-1 peptide-binding antagonists, primary screen, biochemical, fluorescence polarization, rhodamine-plectin, uHTS (AID 1817); 0.02% of 290,000 active; Siah-1 / rhodamine-plectin peptide fluorescence polarization; higher % means a stronger effect; displacement, % at 20 µM, or IC50 in µM where a hit was titrated;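 active = displacement of at least 50% at 20 µM, with a fluorescence ratio check between 0.3 and a set limit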;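 also: plate controls were Siah plus tracer with DMSO for no effect and tracer alone without Siah for full effect; strong numbers were not always called active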
# GPR35 arrestin U2OS: inhibition of zaprinast-stimulated GPR35 beta-arrestin translocation – imaging, U2OS, beta-arrestin-GFP, zaprinast agonist, primary screen (AID 2058) | 0.052% of 290,000 active | U2OS GPR35 beta-arrestin-GFP translocation imaging, zaprinast antagonism; higher % means a stronger effect | inhibition, % at 10 µM, or IC50 in µM where a hit was titrated;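 active = inhibition of at least 50% with at least 30 cells and total cytoplasm GFP at most 10,000,000; inconclusive = under 30 cells or total GFP of 10,000,000 plus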
# NTR1 ag: agonists of NTR1, primary screen, imaging, U2OS cells, beta-arrestin-GFP, high content (AID 493036); activation, % at 20 µM; 0.17% of 330,000 active; NTR1-U2OS beta-arrestin-GFP spot imaging, agonist mode;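 active = activation at or above 40% of the spot to cytoplasm intensity ratio, with at least 20 cells analyzed; inconclusive = wells under 20 cells, flagged as cytotoxic or low count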;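 also: 0% = DMSO without peptide and 100% = 100 nM NTR1 peptide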
# Target sequence (P30989 whole entry, looked up): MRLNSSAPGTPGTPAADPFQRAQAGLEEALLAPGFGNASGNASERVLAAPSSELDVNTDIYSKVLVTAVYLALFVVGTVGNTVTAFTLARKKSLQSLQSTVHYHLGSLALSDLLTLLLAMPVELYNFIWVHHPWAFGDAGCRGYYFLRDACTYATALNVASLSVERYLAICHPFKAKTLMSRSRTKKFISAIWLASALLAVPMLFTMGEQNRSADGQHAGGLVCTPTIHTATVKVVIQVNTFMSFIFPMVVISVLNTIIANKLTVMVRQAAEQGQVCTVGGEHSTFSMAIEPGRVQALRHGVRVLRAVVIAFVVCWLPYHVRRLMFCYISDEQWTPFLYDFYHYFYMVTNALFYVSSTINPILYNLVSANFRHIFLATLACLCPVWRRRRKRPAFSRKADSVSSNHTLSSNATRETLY
# HIV peptide binding: inhibitors of HIV fusion peptide binding, primary screen, biochemical, uHTS, fluorescence dequenching (AID 1986) | cell-free peptide binding, fluorescence dequenching, 30 min; higher % means a stronger effect | inhibition, % at 20 µM, or IC50 in µM where a hit was titrated | 0.3% of 290,000 active; in the data active = inhibition mostly above about 52%, no sharp cut-off; inactive = mostly below about 76%; also: some results filed as inactive read as strong as hits
# GPR55 antagonists: GPR55 antagonists blocking LPI-driven arrestin recruitment, primary screen, imaging, U2OS, beta-arrestin-GFP, LPI agonist (AID 2013); U2OS GPR55 beta-arrestin-GFP translocation imaging, LPI antagonism; higher % means a stronger effect; inhibition, % at 10 µM, or IC50 in µM where a hit was titrated; 0.13% of 290,000 active;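 active = spots per cell inhibited over 60%, with over 100 cells counted and total cytoplasm intensity under 500,000; inconclusive = wells with under 100 cells, flagged as likely toxic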;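 also: U2OS cells stably carrying GPR55 and arrestin-GFP stimulated by 5 µM LPI near EC80; imaged beta-arrestin-GFP aggregate spots per cell after agonist stimulation; plate controls were LPI-stimulated DMSO wells for no effect and DMSO wells without LPI for full effect; some results filed as inactive read as strong as hits; confirmed hits need IC50 under 10 µM and bright autofluorescent wells are also inconclusive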
# NTR1 ag cell count 20 µM: also measured in NTR1 ag; calls as there; cell count; measured here: cell count, cytotoxicity flag
# Myeloid diff MLP GFP+ MAC1+ %: also measured in Myeloid diff MLP; calls as there; GFP+ MAC1+ double positive, %; measured here: differentiation confirmed by MAC1 staining
# * hit, by the source's call; i = inactive; ? = inconclusive; · = no result given; + = active, no number.
SMILES,LYP inhibition,Salmonella PhoP GFP,Rac1 GTP hydrolysis,Myeloid diff MLP,Myeloid diff MLP GFP+ MAC1+ %,Siah-1 displacement,GPR35 arrestin U2OS,NTR1 ag,NTR1 ag cell count 20 µM,HIV peptide binding,GPR55 antagonists
Cc1[nH]c2ccc(OC(=O)N3CCOCC3)cc2c1C(=O)OC(C)C,-2%,-4%,9%,i,4.9,0%,0%,0.1,80,-0.9%,11%
c1ccc2c(c1)nnn2CNc1nccs1,-3%,1%,-8%,i,0.5,1%,-6%,0.2,59,-1.0%,-6%
Cc1ccsc1/C=N/NC(=S)NCCc1ccccc1,3%,-3%,0%,i,0.4,0%,-12%,11,62,-1.5%,0%
Cc1cc2nsnc2c(S(=O)(=O)N2CCN(C)CC2)c1C,0%,1%,4%,i,0.2,-7%,-9%,25,50,1.0%,11%
CCN(CC)c1ccc(NC(=O)CSc2nc(C3CC3)nc3ccccc23)cc1C,-1%,-3%,5%,i,0.8,4%,-18%,1.0,38,-2.3%,-14%
Cc1ccc(C)c(NC(=S)N(CCc2nc3cc(C)c(C)cc3[nH]2)Cc2cccnc2)c1,-9%,19%,3%,i,6.1,0%,2%,0.4,44,-3.1%,-4%
CC(=NCC1CCCO1)c1c(O)[nH]c(=O)[nH]c1=O (configuration not stated),1%,-2%,12%,i,0.8,1%,-5%,-0.3,42,-1.9%,-3%
Cc1ccccc1-n1ncc2c1CC(C)(C)CC2NC(=O)CSc1ccncc1 (configuration not stated),-10%,-2%,-3%,i,2.0,-6%,9%,-0.9,66,0.4%,-16%
COc1ccccc1NC(CC(=O)c1ccccc1)C(=O)OCC(=O)c1ccc(F)cc1 (configuration not stated),-7%,8%,5%,i,0.4,10%,-3%,3.3,57,0.2%,14%
Cn1cc(C(=O)N2CCc3ccccc3C2)c(=O)c2cc(S(=O)(=O)N3CCOCC3)ccc21,-3%,3%,5%,i,0.3,5%,-9%,-0.5,28,2.9%,6%
O=[N+]([O-])c1ccc(OCCCn2cncn2)cc1,-7%,0%,8%,i,0.6,-5%,-2%,0.0,59,-3.0%,4%
CN(C)c1ccc(NC(=O)Nc2ccc3snnc3c2)cc1,5%,-8%,28%,i,0.4,-3%,12%,1.7,21,1.3%,14%
Cc1cccc(NC(=O)c2ccc([N+](=O)[O-])o2)n1,4%,-10%,11%,i,0.3,0%,-1%,-0.7,86,-2.3%,-11%
COc1cc(OC)c2c(-c3ccccc3)cc(=O)oc2c1,2%,-3%,4%,i,1.4,6%,13%,-0.3,82,0.1%,14%
O=C(O)C1Sc2[nH]c(=O)sc2C2c3cc(Br)ccc3OC(=O)C12 (configuration not stated),3%,-10%,16%,i,0.6,8%,-7%,2.1,67,56%,7%
CN(n1cnc2ccccc2c1=O)S(C)(=O)=O,-1%,-5%,-4%,i,0.6,0%,6%,-1.2,60,-0.9%,1%
CCCCC(=O)OCC(=O)c1[nH]c(C)c(C(=O)OCC)c1C,2%,-1%,13%,i,5.3,-2%,-11%,1.0,63,0.8%,-6%
COc1ccc2oc(=Nc3cc(F)ccc3F)c(C(N)=O)cc2c1,-6%,-5%,9%,+,1.6*,-3%,-9%,8.7,46,-1.9%,1%
Cc1ccc(NC(=O)CSc2nc3nc(C)cc(C)c3c(=O)[nH]2)cc1,-5%,-4%,5%,i,0.8,-5%,-1%,2.1,56,0.9%,2%
O=C(Nc1nnc(SCc2ccccc2Cl)s1)c1cccc([N+](=O)[O-])c1,8%,-12%,12%,i,0.0,4%,-5%,0.2,58,24%,4%
O=C(COc1ccccc1)NC(=S)Nc1ccc2c(c1)Cc1ccccc1-2,-1%,4%,9%,i,0.8,2%,9%,7.7,61,2.2%,12%
CCOc1ccccc1NC(=O)/C=C/C(N)=O,-5%,0%,0%,i,8.1,3%,0%,-0.8,55,-1.3%,10%
CCc1ccccc1NC1=NCC(=O)N1Cc1ccccc1,-15%,7%,2%,i,0.0,-3%,-2%,-4.9,6,12%,-3%
CSc1cccc(NC(=O)CN(c2ccccc2)S(=O)(=O)N(C)C)c1,2%,16%,1%,i,0.3,-1%,7%,-0.2,52,-1.4%,11%
O=C(COc1coc(CN2CCc3ccccc3C2)cc1=O)Nc1cccc([N+](=O)[O-])c1,·,3%,6%,i,0.4,·,·,18,63,·,·
CN(CCO)c1ccc(-c2nn(C)c(=O)c3ccccc23)cc1[N+](=O)[O-],0%,2%,6%,i,0.3,0%,-12%,0.6,45,-1.6%,4%
CCN(CC)C(=S)NC(=O)c1ccc(F)cc1,0%,1%,2%,i,0.0,-2%,-12%,1.2,47,-0.4%,2%
C=CCn1c(SCC(=O)N2CCc3ccccc3C2)nc2sc(C)cc2c1=O,1%,3%,15%,i,1.2,2%,10%,3.2,38,-2.6%,-2%
Cc1ccc(CNC(=O)c2nc3nc(C)cc(C)n3n2)cc1,-3%,10%,9%,i,1.0,1%,-13%,-0.8,37,0.4%,4%
CCn1cc(C(=O)O)c(=O)c2cc(F)c(N/N=C/c3ccccc3)cc21,-1%,-19%,10%,i,1.7,-9%,18%,7.8,53,-2.6%,-1%
COc1ccc2nc3ccccc3nc2c1,3%,-6%,-5%,i,3.5,1%,3%,0.1,94,8.6%,10%
CCCCn1c(N)c(N(CCOC)C(=O)c2cnc(C)cn2)c(=O)[nH]c1=O,·,-11%,3%,i,0.5,·,·,-0.2,54,·,·
C=CCc1c(C)nc(SC)nc1Nc1ccc(C)cc1,2%,2%,1%,i,1.9,-3%,-8%,4.4,41,-1.2%,0%
COc1cc(/C=N/n2cnnc2)ccc1OCCSc1ccc(C)cc1,-1%,-1%,-3%,i,0.9,11%,-19%,3.2,42,-1.0%,14%
Cc1nnnn1/C(=C\c1ccccc1)C(=O)OCC(=O)NC(C)(C)C,-2%,1%,11%,i,0.9,4%,-8%,2.1,80,-0.5%,20%
COc1ccc(C2(CNC(C)=O)CCOCC2)cc1OC,-9%,2%,1%,i,1.1,-1%,-1%,-1.8,92,1.9%,19%
Cc1cccc(N2C(=O)C(Cl)=C(Nc3c(C)n(C)n(-c4ccccc4)c3=O)C2=O)c1C,2%,-6%,13%,i,6.3,3%,0%,1.2,44,-2.1%,6%
C=CCn1c(CSCc2ccc(Cl)cc2Cl)nnc1SCC(=O)Nc1ccc(C(=O)O)cc1,2%,-4%,11%,i,0.6,0%,-17%,-0.3,63,5.2%,8%
O=C(O)CCCCCNC(=O)c1ccccc1,-10%,-12%,3%,i,0.9,1%,-19%,0.3,76,-0.4%,20%
c1ccc2c(Nc3ccc(N4CCOCC4)cc3)nc(N3CCOCC3)nc2c1,-5%,2%,?,i,0.3,-7%,-17%,1.4,56,-1.1%,12%
Cc1cc(NS(=O)(=O)c2ccc(NC(=O)C(C)N3C(=O)c4ccccc4C3=O)cc2)nc(C)n1 (configuration not stated),-7%,-13%,1%,i,1.1,7%,24%,-0.3,93,1.9%,11%
CCn1c(=NC(=O)CN2C(=O)CCC2=O)sc2c(C)cc(C)cc21,-7%,2%,8%,i,1.8,-2%,14%,·,·,-0.5%,-1%
COc1ccc(/C=C2/NC(=O)N(CC(=O)Nc3cccc(C)c3)C2=O)cc1O,0%,4%,6%,i,0.3,2%,-7%,0.0,59,-1.0%,0%
CCc1c(C(=O)NCc2cnn(C)c2)csc1C,-8%,-14%,3%,i,7.9,-4%,6%,1.6,70,0.8%,-6%
COc1ccccc1CNCC(=O)Nc1ccc(N(C)C)cc1,-4%,3%,32µM*,i,0.3,0%,7%,-0.9,110,-1.7%,6%
CCOC(=O)c1ccc(N2C(=O)CC(N3CCN(C(=O)c4ccco4)CC3)C2=O)cc1 (configuration not stated),-10%,-3%,-3%,i,0.7,3%,4%,-0.4,63,-1.9%,-6%
O=C(CN(C(=O)c1ccccc1Cl)N1C(=O)C2C3C=CC(C3)C2C1=O)c1cccs1 (configuration not stated),-3%,2%,1%,i,0.0,2%,-21%,0.8,60,-1.4%,0%
CCN(CC(=O)NC1CCS(=O)(=O)C1)S(=O)(=O)c1cc(C)ccc1C (configuration not stated),·,-4%,5%,i,0.4,·,·,1.1,64,·,·
O=C(Nc1ccccn1)c1ccc(COc2ccccc2Cl)o1,-5%,-3%,6%,i,0.8,6%,-5%,-2.2,87,1.1%,0%
CC(C)c1ccc(Nc2ccc(C(=O)O)cc2[N+](=O)[O-])cc1,-3%,4%,·,i,0.7,-4%,-8%,0.9,53,1.5%,-1%
CCOc1ccccc1CNC(=O)CCNC(=O)Cn1ccc2ccccc2c1=O,6%,-15%,-1%,i,0.4,2%,15%,-1.1,80,2.3%,14%
Cc1cc(C(F)F)n2nc(C(=O)Nc3sc4c(c3C(N)=O)CCC4)nc2n1,-4%,7%,11%,i,0.9,6%,2%,3.1,60,1.6%,16%
C=C(C)c1cccc(C(C)(C)NC(=O)Nc2cc(C)ccn2)c1,4%,11%,6%,i,0.3,21%,16%,27,67,-1.8%,3%
COc1ccc(/C(C)=N/OCC(=O)N2CC3(C)CC2CC(C)(C)C3)cc1 (configuration not stated),-1%,11%,6%,i,0.5,9%,-1%,·,·,-1.9%,8%
COc1ccccc1C(=O)NNC(=O)c1ccc(F)cc1,-5%,24%,8%,i,0.1,2%,-6%,-1.3,77,-0.1%,11%
O=C1CCCCC1C(=O)c1ccccc1 (configuration not stated),-2%,-8%,·,·,·,-1%,0%,0.0,48,1.3%,0%
COc1ccc(C(=O)NCc2nnc(SCC(=O)N3CCCCC3)o2)cc1OC,-12%,-9%,9%,i,0.2,-5%,7%,0.8,66,-0.9%,37%
COc1ccc(NC(=O)C2CSC(C)(C)N2C=O)cc1 (configuration not stated),-9%,1%,5%,i,0.2,4%,-17%,0.2,77,1.4%,-7%
Cc1ccc(C)c(NC(=O)CN(C)C(=O)c2oc3c(Cl)cccc3c2C)c1,·,-3%,2%,i,0.3,·,·,0.1,70,·,·
